Bioassay records (PubChem BioAssay)
CRFR2-BP antag: blocks CRF-induced signaling of the CRF-BP/CRF-R2 complex; HEK293 CRF-R2/CRF-BP, CRF-induced calcium fluorescence; inhibition, % at 11.8 µM; 350,000 tested, 0.59% active;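 active = inhibition of the ligand-induced calcium signal above about 50% at the single tested concentration, limit read from the data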
CHRM4 PAM: positive allosteric modulators of human muscarinic M4 receptor; AID 624126; activation, % at 3 µM; 360,000 tested, 0.4% active; P08173; CHO-K1 hM4/Gqi5, Fluo-8 calcium fluorescence, ACh EC20; 0% = ACh EC20, 100% = maximal ACh;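 active = activation above its plate's cutoff, the mean activation of sample wells plus 3 SD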; also: some results filed as inactive read as strong as hits
Target sequence (P08173 whole entry, looked up): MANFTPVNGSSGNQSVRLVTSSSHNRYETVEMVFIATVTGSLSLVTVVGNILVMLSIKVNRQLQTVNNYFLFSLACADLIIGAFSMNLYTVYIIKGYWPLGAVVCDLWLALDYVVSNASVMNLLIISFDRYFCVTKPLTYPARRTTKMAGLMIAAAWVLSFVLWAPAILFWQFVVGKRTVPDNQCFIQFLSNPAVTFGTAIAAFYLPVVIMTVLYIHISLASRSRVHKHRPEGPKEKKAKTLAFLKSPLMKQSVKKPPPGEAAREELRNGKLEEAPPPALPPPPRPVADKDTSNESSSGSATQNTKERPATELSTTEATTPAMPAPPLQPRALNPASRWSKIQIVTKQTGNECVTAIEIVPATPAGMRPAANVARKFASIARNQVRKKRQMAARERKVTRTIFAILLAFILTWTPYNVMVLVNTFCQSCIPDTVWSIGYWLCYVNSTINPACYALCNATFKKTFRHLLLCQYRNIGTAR
CHRM5 antagonist: antagonists of human muscarinic M5 receptor (CHRM5); CHO-hM5 cells, Fluo-8 calcium fluorescence, ACh EC80; AID 624040; inhibition, % at 3 µM; 360,000 tested, 0.59% active; P08912;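 active = inhibition above a per-plate cutoff, the mean of that plate's test compounds plus 3 SD, cut at about 27% in these data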;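 also: 0% = acetylcholine EC80 with DMSO and 100% = DMSO without agonist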
CHO-K1 Ca PAM: counter-screen for M1 PAMs: effect in parental CHO-K1 cells | 360,000 tested, 0.02% active | activation, % at 3 µM | ATP EC20, Fluo-8 calcium fluorescence; 0% at ATP EC20, 100% at ATP max;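 active = activation above the run cutoff, the mean activation of all test compounds plus 3 SD, cut at about 40% in these data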;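 also: peak over basal fluorescence ratio in a 140 s read after ATP addition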
TAAR1 agonist: agonists of human TAAR1; Q96RJ0; AID 624467; 360,000 tested, 0.99% active; CHO RD-HGA16 TAAR1, Fluo-8 calcium fluorescence; vehicle wells 0%, saturating PEA agonist 100%; activation, % at 3 µM;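 active = activation above the mean activation of all test compounds in the run plus 3 SD, cut at about 38% in these data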
Target sequence (Q96RJ0 whole entry, looked up): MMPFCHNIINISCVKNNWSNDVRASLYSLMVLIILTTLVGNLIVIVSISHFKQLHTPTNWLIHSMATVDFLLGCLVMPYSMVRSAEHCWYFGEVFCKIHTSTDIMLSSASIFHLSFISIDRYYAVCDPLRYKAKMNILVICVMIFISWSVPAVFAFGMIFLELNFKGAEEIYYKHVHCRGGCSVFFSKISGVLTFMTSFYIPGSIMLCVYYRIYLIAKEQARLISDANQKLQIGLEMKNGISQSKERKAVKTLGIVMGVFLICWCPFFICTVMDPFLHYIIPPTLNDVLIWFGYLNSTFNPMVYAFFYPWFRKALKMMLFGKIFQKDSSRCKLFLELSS
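Repeats: no replicates (n 1) | Material: CHO-derived RD-HGA16 cells with stable Gα16 and human TAAR1 | Technique: Kinetic Fluo-8 calcium fluorescence | Schedule: 17-24 h seeding, 75 min 37 °C dye, 30 min RT | Evaluation: % activation from peak over basal fluorescence ratio, DMSO-to-PEA scaled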
M5 ag: CHRM5 agonism in calcium assay; P08912; CHO-K1 hM5 cells, Fluo-8 calcium fluorescence; 0% DMSO wells, 100% maximal acetylcholine response; activation, % at 3 µM; 360,000 tested, 0.19% active; AID 624037;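 active = activation above the run's mean over test compounds plus 3 SD, cut at about 23% in these data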;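 also: signal is peak over basal fluorescence ratio across the kinetic read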
M5 PAM: CHRM5 positive allosteric modulation; P08912; CHO-K1 hM5, Fluo-8 calcium, ACh EC20 PAM; 0% = ACh EC20, 100% = ACh EC100; activation, % at 3 µM; 360,000 tested, 0.3% active; AID 624038;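 active = activation above the run cutoff, the mean activation of all test compounds plus 3 SD, cut at about 18% in these data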
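Assay system: CHO-K1 hM5 cells. Also added: acetylcholine at EC20 concentration, added after compound. Dosing: 3 µM, single dose. Times: compound preincubation 140 s before EC20 acetylcholine addition. Signal: Fluo-8 calcium fluorescence. Measure: % activation relative to EC20 and EC100 ACh responses. Repeats: singlicate, one well per test compound.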
CRFR2-BP ag: CRF-BP/CRF-R2 complex agonism; HEK293 CRF-R2/CRF-BP, calcium dye fluorescence (FLIPR); percent of saturating CRF peptide response; activation, % at 13.2 µM; 350,000 tested, 0.46% active;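 active = activation of at least 50%, plus an integration ratio under a set limit after plate pattern correction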;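 also: plate controls were neutral control wells without compound for no effect and CRF at EC100 for full effect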
TAAR1 antag: antagonists of human TAAR1; Q96RJ0; CHO RD-HGA16 TAAR1, Fluo-8 calcium fluorescence, antagonist; inhibition, % at 3 µM; 360,000 tested, 1.5% active; AID 624466;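 active = inhibition above a per-plate cutoff, the mean inhibition of test compounds on that plate plus 3 SD, cut at about 49% in these data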;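 also: 0% = DMSO plus EC80 beta-PEA response and 100% = DMSO alone without agonist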
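Material: CHO RD-HGA16 cells bearing hTAAR1; compound dosing: one-point dosing, 3 µM nominal final; schedule: dye loading 75 min at 37 °C, then 30 min room temperature; measured by: calcium fluorescence with Fluo-8; control set: vehicle and agonist controls; replication: n of 1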
Starred values were filed as active, the others as inactive.

How did COc1ccc(/C=C2\NC(=S)N(CC3CCCO3)C2=O)c(OC)c1C (centres undefined) do in these assays?
CRFR2-BP antag: 18; CHRM4 PAM: -2; CHRM5 antagonist: 2; CHO-K1 Ca PAM: -5; TAAR1 agonist: 2; M5 ag: -6; M5 PAM: -15; CRFR2-BP ag: 0.5; TAAR1 antag: 9

How did CCc1ccccc1NC(=S)NC1CC2CCC(C1)N2Cc1ccco1 (centres undefined) do in these assays?
CRFR2-BP antag: -1; CHRM4 PAM: 2; CHRM5 antagonist: 8; CHO-K1 Ca PAM: -7; TAAR1 agonist: 5; M5 ag: -5; M5 PAM: -6; CRFR2-BP ag: -1.1; TAAR1 antag: -19

Results for CN(C)C(=S)SCC(=O)Nc1cccc(C(F)(F)F)c1 ?
CRFR2-BP antag: 13; CHRM4 PAM: 8; CHRM5 antagonist: -1; CHO-K1 Ca PAM: -8; TAAR1 agonist: 0; M5 ag: -2; M5 PAM: -2; CRFR2-BP ag: -1.0; TAAR1 antag: -13

Results for CCOC(=O)c1ccc(-c2ccc(CO)o2)cc1 ?
CRFR2-BP antag: 2; CHRM4 PAM: -4; CHRM5 antagonist: 0; CHO-K1 Ca PAM: -5; TAAR1 agonist: -1; M5 ag: 0; M5 PAM: -3; CRFR2-BP ag: 0.1; TAAR1 antag: 7

What do the screens show for `CCOc1ccc(CN2CCN(S(=O)(=O)c3ccc(NC(C)=O)cc3)CC2)cc1OC`?
CRFR2-BP antag: 31; CHRM4 PAM: 1; CHRM5 antagonist: 2; CHO-K1 Ca PAM: 7; TAAR1 agonist: 18; M5 ag: 5; M5 PAM: -3; CRFR2-BP ag: 1.6; TAAR1 antag: -2

What do the screens show for `N#C/C(N)=C(/C#N)N=Cc1cccc(Cl)c1`?
CRFR2-BP antag: 5; CHRM4 PAM: -1; CHRM5 antagonist: -3; CHO-K1 Ca PAM: -7; TAAR1 agonist: -2; M5 ag: 2; M5 PAM: 6; CRFR2-BP ag: 0.6; TAAR1 antag: -2

How did Cc1ccc(-c2cc3nn(-c4ccccc4)c(N)c3c(=O)o2)cc1 do in these assays?
CRFR2-BP antag: -14; CHRM4 PAM: -7; CHRM5 antagonist: 5; CHO-K1 Ca PAM: -4; TAAR1 agonist: 0; M5 ag: 0; M5 PAM: -6; CRFR2-BP ag: 1.0; TAAR1 antag: 7

Results for CC(C)c1nc2sc3c(=O)[nH]c(=S)[nH]c3c2c2c1CCCC2 ?
CRFR2-BP antag: 24; CHRM4 PAM: 11; CHRM5 antagonist: 0; CHO-K1 Ca PAM: 23; TAAR1 agonist: 5; M5 ag: 0; M5 PAM: 3; CRFR2-BP ag: 1.2; TAAR1 antag: -15

What do the screens show for `Oc1cccc(C2c3[nH]c4ccccc4c3CCN2Cc2ccoc2)c1` (centres undefined)?
CRFR2-BP antag: -14; CHRM4 PAM: -12; CHRM5 antagonist: 3; CHO-K1 Ca PAM: -11; TAAR1 agonist: 12; M5 ag: -4; M5 PAM: -1; CRFR2-BP ag: -0.1; TAAR1 antag: 13

Results for C[C@]1(C(=O)NCCCNc2ncc(C(F)(F)F)cc2Cl)C=C[C@@H](Cc2ccccc2)N1C(=O)c1ccccc1 ?
CRFR2-BP antag: 11; CHRM4 PAM: -5; CHRM5 antagonist: -5; CHO-K1 Ca PAM: 8; M5 ag: -3; M5 PAM: 9; CRFR2-BP ag: -0.2

What do the screens show for `CC(=O)c1ccc(NC(=O)NCc2ccc(F)cc2)cc1`?
CRFR2-BP antag: -7; CHRM4 PAM: -5; CHRM5 antagonist: 0; CHO-K1 Ca PAM: 9; TAAR1 agonist: 6; M5 ag: 2; M5 PAM: -1; CRFR2-BP ag: 0.9; TAAR1 antag: 19

What do the screens show for `O=C(Oc1ccc(-c2nnco2)cc1)c1cc(S(=O)(=O)N2CCOCC2)ccc1F`?
CRFR2-BP antag: -8; CHRM4 PAM: 4; CHRM5 antagonist: 1; CHO-K1 Ca PAM: 10; TAAR1 agonist: 9; M5 ag: -1; M5 PAM: 3; CRFR2-BP ag: 3.5; TAAR1 antag: 39

How did COc1ccc(S(=O)(=O)NCCN2CCOCC2)c2ccccc12 do in these assays?
CRFR2-BP antag: -6; CHRM4 PAM: 0; CHRM5 antagonist: -2; CHO-K1 Ca PAM: 1; TAAR1 agonist: 1; M5 ag: 1; M5 PAM: 2; CRFR2-BP ag: 0.0; TAAR1 antag: 1

What do the screens show for `COc1ccc(CC(=O)OC(C)CN2CCCCC2)cc1` (centres undefined)?
CRFR2-BP antag: 4; CHRM4 PAM: -6; CHRM5 antagonist: -4; CHO-K1 Ca PAM: 8; TAAR1 agonist: 5; M5 ag: -1; M5 PAM: 2; CRFR2-BP ag: 0.9; TAAR1 antag: -5

How did O=C(NCCNC1CCC(c2ccccc2)CC1)c1cccs1 (centres undefined) do in these assays?
CRFR2-BP antag: -11; CHRM4 PAM: 1; CHRM5 antagonist: 6; CHO-K1 Ca PAM: 11; TAAR1 agonist: 8; M5 ag: -8; M5 PAM: 1; CRFR2-BP ag: -0.9; TAAR1 antag: -13

What do the screens show for `CCN(C)C1CN(Cc2cn(Cc3cccc(C(F)(F)F)c3)nn2)S(=O)(=O)C1` (centres undefined)?
CHRM4 PAM: 4; CHRM5 antagonist: 13; CHO-K1 Ca PAM: 15; TAAR1 agonist: 1; M5 ag: 1; M5 PAM: -4; TAAR1 antag: -9

Results for CCCNC(=O)c1cc(C2CCCN(C(=O)C3CCCCC3)C2)on1 (centres undefined) ?
CHRM4 PAM: 5; CHRM5 antagonist: 3; CHO-K1 Ca PAM: 16; TAAR1 agonist: 2; M5 ag: 0; M5 PAM: 0; TAAR1 antag: -6

What do the screens show for `NS(=O)(=O)c1ccc(CNC(=O)/C=C/c2cccc([N+](=O)[O-])c2)cc1`?
CRFR2-BP antag: 6; CHRM4 PAM: 1; CHRM5 antagonist: 7; CHO-K1 Ca PAM: 6; TAAR1 agonist: 0; M5 ag: 1; M5 PAM: 2; CRFR2-BP ag: -1.7; TAAR1 antag: -1

What do the screens show for `CN1CCc2c(sc(NC(=O)CS(=O)(=O)c3ccccc3)c2C(N)=O)C1`?
CRFR2-BP antag: 8; CHRM4 PAM: 3; CHRM5 antagonist: 7; CHO-K1 Ca PAM: -5; TAAR1 agonist: 0; M5 ag: 1; M5 PAM: -2; CRFR2-BP ag: 1.1; TAAR1 antag: 7

Results for Cn1cccc1/C=N/NC(=O)c1ccncc1 ?
CRFR2-BP antag: -10; CHRM4 PAM: -6; CHRM5 antagonist: 3; CHO-K1 Ca PAM: 9; TAAR1 agonist: 1; M5 ag: -4; M5 PAM: -4; CRFR2-BP ag: 0.3; TAAR1 antag: -4

Results for Cc1ccsc1/C=N/NC(=O)Cc1cc(=O)[nH][nH]1 ?
CRFR2-BP antag: 14; CHRM4 PAM: 5; CHRM5 antagonist: -1; CHO-K1 Ca PAM: -7; TAAR1 agonist: 10; M5 ag: 2; M5 PAM: 1; CRFR2-BP ag: -1.2; TAAR1 antag: 13

What do the screens show for `O=c1[nH]nc(Sc2ccccc2)c(=S)[nH]1`?
CRFR2-BP antag: 14; CHRM4 PAM: -4; CHRM5 antagonist: 0; CHO-K1 Ca PAM: 18; TAAR1 agonist: 1; M5 ag: 1; M5 PAM: -5; CRFR2-BP ag: -2.3; TAAR1 antag: 3

How did C=CCN1CCN(C(c2ccc(OC)c(OC)c2)c2nnnn2C(C)(C)C)CC1 (centres undefined) do in these assays?
CRFR2-BP antag: -11; CHRM4 PAM: 2; CHRM5 antagonist: 12; CHO-K1 Ca PAM: -11; TAAR1 agonist: 22; M5 ag: -1; M5 PAM: -1; CRFR2-BP ag: 1.4; TAAR1 antag: -3

Results for CCC(Sc1nc(=O)cc(N)n1CCc1ccccc1)C(=O)Nc1cc(C)on1 (centres undefined) ?
CRFR2-BP antag: -5; CHRM4 PAM: 5; CHRM5 antagonist: -2; CHO-K1 Ca PAM: 19; TAAR1 agonist: 1; M5 ag: 2; M5 PAM: -1; CRFR2-BP ag: -1.6; TAAR1 antag: 6

How did CCC1(CC)C(=O)NC(=O)NC1=S do in these assays?
CRFR2-BP antag: -12; CHRM4 PAM: -4; CHRM5 antagonist: 16; CHO-K1 Ca PAM: 4; TAAR1 agonist: 3; M5 ag: -8; M5 PAM: -12; CRFR2-BP ag: 0.2; TAAR1 antag: 12

How did Cc1ccccc1OCCCc1c(C)n[nH]c1C do in these assays?
CRFR2-BP antag: 3; CHRM4 PAM: -5; CHRM5 antagonist: -2; CHO-K1 Ca PAM: 6; TAAR1 agonist: 5; M5 ag: -5; M5 PAM: -11; CRFR2-BP ag: 0.2; TAAR1 antag: -15

What do the screens show for `COc1ccccc1N(C)S(=O)(=O)c1ccc(C(=O)Nc2nc(C)cs2)cc1`?
CRFR2-BP antag: -32; CHRM4 PAM: -11; CHRM5 antagonist: 0; CHO-K1 Ca PAM: 16; TAAR1 agonist: 14; M5 ag: -2; M5 PAM: -11; CRFR2-BP ag: 0.2; TAAR1 antag: 21

What do the screens show for `CCOc1ccc(NS(=O)(=O)c2c(C)nc3sc(CC)nn3c2=O)cc1`?
CRFR2-BP antag: 2; CHRM4 PAM: -5; CHRM5 antagonist: -3; CHO-K1 Ca PAM: 17; TAAR1 agonist: 3; M5 ag: 0; M5 PAM: -2; CRFR2-BP ag: 1.6; TAAR1 antag: -16

Results for COc1ccc(CCN(C)C(=O)c2cc(S(=O)(=O)N3CCCCCC3)ccc2OC)cc1OC ?
CRFR2-BP antag: 17; CHRM4 PAM: 5; CHRM5 antagonist: 5; CHO-K1 Ca PAM: 3; TAAR1 agonist: 2; M5 ag: -1; M5 PAM: 0; CRFR2-BP ag: -0.9; TAAR1 antag: 5

Two compounds picked at random from the list so far, as already listed:
What do the screens show for `COc1ccccc1N(C)S(=O)(=O)c1ccc(C(=O)Nc2nc(C)cs2)cc1`?
CRFR2-BP antag: -32; CHRM4 PAM: -11; CHRM5 antagonist: 0; CHO-K1 Ca PAM: 16; TAAR1 agonist: 14; M5 ag: -2; M5 PAM: -11; CRFR2-BP ag: 0.2; TAAR1 antag: 21

How did CCC1(CC)C(=O)NC(=O)NC1=S do in these assays?
CRFR2-BP antag: -12; CHRM4 PAM: -4; CHRM5 antagonist: 16; CHO-K1 Ca PAM: 4; TAAR1 agonist: 3; M5 ag: -8; M5 PAM: -12; CRFR2-BP ag: 0.2; TAAR1 antag: 12

Among those listed so far, these contain an aryl thioether with sulfur outside any ring.
What do the screens show for `O=c1[nH]nc(Sc2ccccc2)c(=S)[nH]1`?
CRFR2-BP antag: 14; CHRM4 PAM: -4; CHRM5 antagonist: 0; CHO-K1 Ca PAM: 18; TAAR1 agonist: 1; M5 ag: 1; M5 PAM: -5; CRFR2-BP ag: -2.3; TAAR1 antag: 3

Results for CCC(Sc1nc(=O)cc(N)n1CCc1ccccc1)C(=O)Nc1cc(C)on1 (centres undefined) ?
CRFR2-BP antag: -5; CHRM4 PAM: 5; CHRM5 antagonist: -2; CHO-K1 Ca PAM: 19; TAAR1 agonist: 1; M5 ag: 2; M5 PAM: -1; CRFR2-BP ag: -1.6; TAAR1 antag: 6
